# VIM-2 inh: blocks Pseudomonas aeruginosa VIM-2 metallo-beta-lactamase. 290,000 compounds, 0.89% hits. inhibition, % at 5.6 µM. purified VIM-2, nitrocefin hydrolysis, epi-absorbance fluorescence. AID 1527;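 active means inhibition above the mean of all tested compounds plus 3 SD, cutoff set per screening run, cut at about 7.5% in these data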;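 further: red hydrolysis product quenches plate fluorescence so inhibitors raise well fluorescence; 0% = enzyme with DMSO and 100% = DMSO without enzyme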
# SUMO HTRF inh: SUMOylation inhibition. HTRF SUMOylation assay, SAE1/SAE2 + UBC9, in vitro. inhibition, % at 35 µM. 290,000 compounds, 0.36% hits. AID 2006; in the data active means inhibition above about 50%, passing the limit was not always enough; further: strong numbers were not always called active
# IDE act: IDE (human) activation, cell-based; 340,000 compounds, 0.073% hits; HEK cells, FAbeta-B cleavage, fluorescence polarization; 0% vehicle, 100% cell-free pure enzyme wells; AID 493087; activation, % at 5.96 µM;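 active means activation above the mean of all tested compounds plus 3 SD, set per screening campaign, cut at about 17% in these data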
# Target sequence (P14735 whole entry, looked up): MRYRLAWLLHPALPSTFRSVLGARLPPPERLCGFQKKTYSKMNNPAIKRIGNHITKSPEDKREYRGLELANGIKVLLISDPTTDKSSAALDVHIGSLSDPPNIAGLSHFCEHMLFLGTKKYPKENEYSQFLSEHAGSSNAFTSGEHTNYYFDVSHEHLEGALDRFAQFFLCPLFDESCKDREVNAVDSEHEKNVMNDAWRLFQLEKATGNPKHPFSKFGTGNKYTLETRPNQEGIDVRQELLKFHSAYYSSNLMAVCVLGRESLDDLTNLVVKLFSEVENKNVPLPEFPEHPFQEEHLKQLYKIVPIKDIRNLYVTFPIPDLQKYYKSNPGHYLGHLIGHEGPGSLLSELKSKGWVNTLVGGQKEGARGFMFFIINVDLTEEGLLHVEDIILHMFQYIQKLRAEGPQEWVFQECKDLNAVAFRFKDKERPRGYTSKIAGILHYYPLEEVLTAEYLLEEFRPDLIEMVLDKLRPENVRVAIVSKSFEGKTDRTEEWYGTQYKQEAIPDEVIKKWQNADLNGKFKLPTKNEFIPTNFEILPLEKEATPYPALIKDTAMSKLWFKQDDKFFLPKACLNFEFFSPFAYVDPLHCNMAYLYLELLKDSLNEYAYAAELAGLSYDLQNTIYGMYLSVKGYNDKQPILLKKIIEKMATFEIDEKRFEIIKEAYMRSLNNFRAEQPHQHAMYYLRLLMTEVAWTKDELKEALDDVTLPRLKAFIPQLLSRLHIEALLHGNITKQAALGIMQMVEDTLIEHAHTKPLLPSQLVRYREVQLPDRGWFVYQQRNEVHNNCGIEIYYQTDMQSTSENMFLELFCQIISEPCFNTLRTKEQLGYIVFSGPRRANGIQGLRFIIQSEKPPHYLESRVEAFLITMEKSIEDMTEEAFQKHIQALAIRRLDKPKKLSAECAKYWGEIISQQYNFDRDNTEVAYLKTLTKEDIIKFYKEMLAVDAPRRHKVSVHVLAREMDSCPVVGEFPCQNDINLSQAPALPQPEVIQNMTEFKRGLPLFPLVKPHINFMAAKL
# IDE inh: inhibitors of human insulin-degrading enzyme in cells; HEK cells, FAbetaB cleavage, fluorescence polarization; inhibition, % at 5.59 µM; 320,000 compounds, 0.41% hits; AID 434962;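 active means percent inhibition above the average of all tested compounds plus 3 SD, set per screening campaign, cut at about 16% in these data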;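 further: IDE supplied by intact live HEK cells; FP after avidin binding of uncleaved biotin substrate so inhibition keeps polarization high; 0% = DMSO wells and 100% = 60 µM reference IDE inhibitor Ii1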
# CRFR2-BP antag: blocks CRF-induced signaling of the CRF-BP/CRF-R2 complex. inhibition, % at 11.8 µM. HEK293 CRF-R2/CRF-BP, CRF-induced calcium fluorescence. 350,000 compounds, 0.59% hits. AID 588475;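 active means inhibition of the ligand-induced calcium signal above about 50% at the single tested concentration, limit read from the data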
# NS3 helicase inh: inhibitors of Hepatitis C virus NS3 helicase; inhibition, % at 10.9 µM; AID 1800; 290,000 compounds, 0.56% hits; NS3 helicase DNA unwinding, Cy5 molecular beacon fluorescence;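 active means inhibition above the mean of all tested compounds plus 3 SD, set per campaign, cut at about 35% in these data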;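 further: 0% = DMSO wells and 100% = thioflavine S control wells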
#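 System: NS3 helicase fragment of HCV / Schedule: 1 h at 25 °C / Control set: DMSO alone as 0% and 110 µM thioflavine S as 100% / Reagent: Cy5/quencher beacon DNA duplex and ATP to start / Technique: Cy5 fluorescence / Replication: singlicate / Evaluation: % inhibition of end-to-start signal ratio versus controls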
# p-CIP stab down: p/CIP protein destabilization; F442A p/CIP-EGFP cells, EGFP fluorescence, 16 h; decrease of EGFP signal, % at 10 µM; 290,000 compounds, 0.01% hits; AID 1984;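 active means EGFP signal decrease of at least 30% at 10 µM or well 3 SD below plate mean, unless failing retest; inactive means the rest, including hits failing retest or dose response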; further: some compounds called inactive have numbers as strong as hits; many of its hits are not listed in these tables
# IMP-1 inhibitor: blocks Pseudomonas aeruginosa IMP-1 metallo-beta-lactamase; purified IMP-1, nitrocefin hydrolysis, epi-absorbance fluorescence; inhibition, % at 5.6 µM; 290,000 compounds, 0.45% hits; AID 1556;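 active means inhibition above the mean plus 3 SD of all compounds in the same screening run, cut at about 4.5% in these data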;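 further: 0% = IMP-1 with DMSO and 100% = DMSO wells lacking enzyme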
#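 System – purified recombinant IMP-1 beta-lactamase · Input – IMP-1 dispensed at 0.2 nM · Timing – 15 min preincubation plus 25 min reaction at 25 °C · Signal – Epi-absorbance fluorescence, 480 nm excitation, 530 nm emission · Measure – percent IMP-1 inhibition derived from blank-referenced optical density · Controls – Enzyme-plus-DMSO low control, enzyme-free DMSO high control · Replication – singlicate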
# GalR3 antagonist: blocks the human galanin receptor 3; HEK293 GalR3-CNG cAMP membrane potential fluorescence; galR3 body fused to GalR1 C-terminus; inhibition, % at 3 µM; AID 651719; 360,000 compounds, 0.44% hits;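 active means inhibition above the screen-wide average plus 3 SD, cut at about 13% in these data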;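 further: forskolin and galanin both at EC90 stimulate the cells; cAMP rise reported by CNG channel membrane potential dye signal; 0% = forskolin plus galanin with DMSO and 100% = forskolin alone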
# * hit, by the source's call; · = not tested or not shown; & = joins results of further samples. Random draw from the library (roughly 3.2% active in at least one column).
SMILES,VIM-2 inh,SUMO HTRF inh,IDE act,IDE inh,CRFR2-BP antag,NS3 helicase inh,p-CIP stab down,IMP-1 inhibitor,GalR3 antagonist
CC(NC(=O)CSc1nnc(-c2cccc(S(=O)(=O)N3CCCCC3)c2)o1)C12CC3CC(CC(C3)C1)C2 (stereo not given),-3.6,3.0,2.5,0.2,6.8,4.7,-2.8,-2.4,-3.7
CNc1oc(-c2ccccc2)nc1S(=O)(=O)c1ccc(C)cc1,-1.3,14.9,2.1,-0.6,7.9,-6.7,-10.1,-1.6,-9.2
Cc1ccc(-n2c(C)cc(C(=O)CSc3nnnn3C)c2C)cc1,-0.7,2.8,-2.6,-3.0,15.4,-2.6,-3.8,-0.7,-5.0
O=S(=O)(c1cccs1)N1CCN(c2ncccn2)CC1,0.2,4.2,1.9,-4.6,16.6,-0.1,-8.9,-1.3,0.8
CCOc1ccc(S(=O)(=O)N(C)CC(=O)NCCN2CCOCC2)cc1,-1.9,-6.9,-2.4,6.4,5.9,0.7,-7.2,-5.1,-9.4
CS(=O)(=O)N(CC(=O)NCc1ccccn1)c1ccc2c(c1)OCCO2,0.8,-6.7,-1.2,-4.2,17.5,1.9,-4.5,-6.9,-5.2
Cc1nn(-c2ccccc2)c(Cl)c1/C=N/NS(=O)(=O)c1ccc(Br)cc1,-2.2,-11.1,3.2,-3.2,16.7,-5.7,-6.6,-2.6,-1.5
CCC(c1nnnn1C(C)(C)CC)N(CCN1CCOCC1)Cc1cc2cc(C)ccc2[nH]c1=O (stereo not given),-2.1,18.4,1.2,-4.9,-38.1,-4.0,10.5,-2.2,-4.7
CCCc1[nH]c2ccc(C(=O)OC)cc2c1CCC,-0.2,22.1,2.6,2.7,0.6,-27.1,1.9,-2.3,-7.5
Cc1ccc(C(=O)O)cc1-n1c(C)cc(C=O)c1C,1.9,17.2,0.2,7.9,9.0,-0.3,-10.6,-1.9,8.7
NS(=O)(=O)c1cc(C(=O)OCC(=O)Nc2ccccc2[N+](=O)[O-])ccc1Cl,-1.4,21.5,6.1,0.1,9.0,35.6,-12.9,-2.2,-4.1
CC(C(=O)NCCc1ccc(Cl)cc1)n1c(=O)c2cccn2c2cccnc21 (stereo not given),-1.1,12.7,4.0,-2.0,-0.1,-4.7,-14.2,-0.1,-7.4
O=C(COC(=O)c1ccc(Br)o1)Nc1cccc(S(=O)(=O)N2CCCCC2)c1,·,·,5.7,2.2,9.6,·,·,·,-3.1
O=C(c1cccc(Br)c1)N1CCCc2ccccc21,-1.2,6.4,0.5,-4.0,-10.3,3.1,-6.1,-0.4,-7.9
COC(=O)c1ccc(CO/N=C/c2ccc(OC)cc2)o1,-2.7,4.7,3.9,-2.5,8.0,-8.7,0.2,-1.0,1.3
Cc1ccc2[nH]c(=O)c(C(c3nnnn3CC3CCCO3)N3CCCc4ccccc43)cc2c1 (stereo not given),-2.7,17.5,2.9,3.0,44.5,2.0,-8.0,-3.5,-3.6
Cn1c(SCC(=O)NC2CCCC2)nc2cccnc21,-2.9,5.2,9.1,8.4,-5.0,1.3,-8.0,1.1,-3.9
CC1CCCCC1NC(=O)CCn1ccc2cc(S(=O)(=O)N3CCCC3)ccc21 (stereo not given),-1.8,5.7,3.0,7.8,-33.5,-3.7,3.2,-3.6,·
COc1ccc(C(=O)OCC(=O)Nc2sccc2C(N)=O)cc1[N+](=O)[O-],·,·,-2.8,-3.6,2.6,·,·,·,3.0
Cc1cc(C2=CC(=O)C[C@H](c3ccc4c(c3)OCO4)C2)ccc1F,·,·,2.5,2.1,4.6,·,·,·,0.0
Cc1[nH]c2ccccc2c1CCNS(=O)(=O)c1ccc(S(N)(=O)=O)cc1,0.0,9.5,-1.9,-2.6,-12.1,-9.7,-3.1,-1.2,-6.8
Cc1cc(C)cc(N(CC(=O)NC2CCCCC2)C(=O)CCCC(=O)Nc2ccccn2)c1,-7.2,6.2,-1.4,2.5,-12.3,-9.1,-1.0,-4.3,-9.3
COc1cc(-c2noc(CCC(=O)NC3CCCCC3)n2)cc(OC)c1OC,-2.4,-7.1,-1.2,4.8,-3.4,1.1,13.0,-1.4,-8.9
COc1ccccc1C(=O)NNC(=O)c1cccc(Br)c1,-3.1,-5.5,2.5,2.6,8.8,5.5,-3.9,-1.1,0.0
Clc1ccccc1OCCN1CCCCC1,-1.2,-1.5,6.3,1.2,-24.3,-0.3,-5.8,-1.4,0.7

# A second format for part of the listing above.
Compound	VIM-2 inh	SUMO HTRF inh	IDE act	IDE inh	CRFR2-BP antag	NS3 helicase inh	p-CIP stab down	IMP-1 inhibitor	GalR3 antagonist
O=C(COC(=O)c1ccc(Br)o1)Nc1cccc(S(=O)(=O)N2CCCCC2)c1	·	·	5.7	2.2	9.6	·	·	·	-3.1
O=C(c1cccc(Br)c1)N1CCCc2ccccc21	-1.2	6.4	0.5	-4.0	-10.3	3.1	-6.1	-0.4	-7.9

# Later entries:
SMILES,VIM-2 inh,SUMO HTRF inh,IDE act,IDE inh,CRFR2-BP antag,NS3 helicase inh,p-CIP stab down,IMP-1 inhibitor,GalR3 antagonist
Cc1c(C#N)c2ncn(CC#N)c(=O)c2n1-c1ccccc1,-1.1,-4.2,-1.9,4.2,5.0,9.0,3.1,-3.0,-0.6
Cc1ccc(-n2nnnc2SCC(=O)NCCC2=CCCCC2)c(C)c1,-0.1,-6.8,4.3,3.5,-15.3,-12.7,0.9,-3.2,-5.0
CC(C)(C)c1cc(C(=O)NNc2cccc(Cl)c2)n(Cc2ccccc2)n1,-0.6,9.2,6.4,-2.8,13.8,0.3,-8.5,0.0,0.9
O=C(Nc1ccc(OC(F)(F)F)cc1)c1n[nH]c(Cn2cncn2)n1,-1.5,11.8,2.2,-0.3,12.5,1.6,0.5,-1.9,0.3
CCOC(=O)N1CCN(C2=NC3(CCCCC3)C(C#N)C(=O)N2)CC1 (stereo not given),-1.0,7.5,0.5,1.3,6.1,0.1,0.2,-6.6,-4.0
CCC(C)c1ccc(O)c(/C=N/O)c1 (stereo not given),-2.3,18.5,-1.3,3.7,10.2,-3.1,-4.7,-4.5,0.6
O=C(Nc1ccccc1C(=O)OCn1nnc2ccccc2c1=O)c1ccco1,1.4,6.5,4.9,-2.4,-31.5,0.9,-1.8,-0.9,-1.5
COCCNC(=O)NC12CC3CC(CC(C3)C1)C2,-0.7,6.1,1.7,-5.8,3.8,1.1,-5.4,-1.5,-5.9
COc1ccc(Cl)cc1NC(=O)CN(C)C(=O)CCNC(=O)c1ccccc1OC,·,·,-3.5,0.2,7.0,·,·,·,-0.8
Cc1ccc2c(C)nc(/N=C(\N)NC(=O)N3c4ccccc4Sc4ccccc43)nc2c1,0.0,12.5,7.6&1.7,3.6,21.3&20.5,2.6,-5.2,0.6,1.4&-5.1
COCC(=O)N1CCC(Oc2ccc(C(=O)NCCCn3cccn3)cc2)CC1,-2.4,20.8,2.1,2.7,-1.4,6.8,-8.9,0.5,-6.2
Cc1ccc(CNC(=O)COC(=O)c2c(C)noc2C)cc1,-1.6,-15.6,1.5,-1.0,10.9,2.0,-0.6,0.4,-3.0
COc1ccc(NC(=O)c2nn(C34CC5CC(CC(C5)C3)C4)cc2[N+](=O)[O-])cc1,-0.7,-2.1,6.8,-1.8,-3.2,19.1,-15.1,0.2,-7.9
CC(C)(C)OC(=O)N[C@@H](Cc1ccccc1)c1nnc(SCC(=O)c2ccc(Cl)cc2)o1,-1.3,17.8,2.8,1.3,-22.0,-6.2,-5.8,-2.4,-5.5
O=C(c1cc(F)c(F)c(F)c1F)N1CCN(Cc2ccc3c(c2)OCO3)CC1,-3.2,7.8,5.6,5.9,8.8,4.0,-9.2,-2.9,-10.4
c1ccc(-c2ccc(-c3ccncn3)cc2)cc1,·,·,-4.8,-1.1,1.9,·,·,·,-1.2
O=S(=O)(c1ccc(S(=O)(=O)N2CCCN(Cc3ccccc3)C2)cc1)N1CCCCCC1,0.2,2.0,4.2,0.1,2.3,-8.6,-0.8,-3.8,-4.9
O=C(CNC(=O)c1cccc(OC(F)F)c1)OCC(=O)c1ccccc1,-3.8,-9.6,0.4,6.0,-11.5,-2.6,4.4,-1.8,1.3
CCCCC(=O)NC(=S)Nc1nnn(CCC)n1,-2.5,3.6,-1.6,-0.5,-4.2,4.8,-9.4,-1.2,-4.1
CC(C)(C)c1ccc(-c2noc(C(=O)NN)n2)cc1,-2.6,0.2,2.8,-2.0,3.9,-7.7,6.1,-2.9,-5.0
COc1ccc(-c2n[nH]c3c2CN(C(=O)c2ccc(F)cc2)CC3)cc1,-2.2,-6.0,-11.2,3.0,47.7,-9.4,-14.3,-3.4,3.5
CC(=O)NCCC1CCN(C(=O)C2CCC(=O)N(C3CCCC3)C2)CC1 (stereo not given),-1.6,-16.8,4.1,-4.3,-2.2,-2.9,-5.1,-3.6,-6.5
O=[N+]([O-])c1ccc(CS(=O)(=O)c2ncn[nH]2)cc1,0.4,-5.8,1.6,-3.1,13.4,-4.1,-1.2,-1.3,-9.2
Cn1ncnc1SCc1cn2cccnc2n1,-2.0,32.5,-4.7,4.6,4.8,-0.1,-5.9,-2.2,1.9
COc1cccc2c1cc1c(=O)n(CC(=O)N3CCCCCC3)nc(C)n12,3.2,·,7.1,-0.1,3.5,5.7,1.8,-0.9,-0.7
CC(=O)c1ccc2c(ccc3ccccc32)c1,-0.3,22.6,-1.3,3.8,-3.0,-5.8,-12.8,-5.3,-3.3
CCOc1cc(/C=N/NC(=O)C(=O)NCc2ccc3c(c2)OCO3)ccc1OCC(=O)N1CCOCC1,-1.4,5.7,7.5,2.8,13.8,-4.1,-3.7,-1.9,-7.2
COC(=O)c1ccc(-n2nnnc2SCC(=O)Nc2cc(OC)ccc2OC)cc1,-2.0,20.6,2.7,-5.1,21.3,-10.2,-23.7,-0.8,-6.5
O=C(Cc1cccs1)Nc1ccon1,-1.7,5.5,6.9,3.1,1.5,0.1,6.4,-2.5,-1.2
COc1cccc(NC(=O)c2ccccc2C(F)(F)F)c1,-1.6,-1.6,3.1,-5.4,10.7,5.8,-1.0,-4.3,-0.7

# 5 structures already listed, ordered by molecular weight, ascending:
SMILES,VIM-2 inh,SUMO HTRF inh,IDE act,IDE inh,CRFR2-BP antag,NS3 helicase inh,p-CIP stab down,IMP-1 inhibitor,GalR3 antagonist
CC(C)(C)c1ccc(-c2noc(C(=O)NN)n2)cc1,-2.6,0.2,2.8,-2.0,3.9,-7.7,6.1,-2.9,-5.0
CCCCC(=O)NC(=S)Nc1nnn(CCC)n1,-2.5,3.6,-1.6,-0.5,-4.2,4.8,-9.4,-1.2,-4.1
Cc1c(C#N)c2ncn(CC#N)c(=O)c2n1-c1ccccc1,-1.1,-4.2,-1.9,4.2,5.0,9.0,3.1,-3.0,-0.6
Cc1ccc(CNC(=O)COC(=O)c2c(C)noc2C)cc1,-1.6,-15.6,1.5,-1.0,10.9,2.0,-0.6,0.4,-3.0
Cc1ccc2c(C)nc(/N=C(\N)NC(=O)N3c4ccccc4Sc4ccccc43)nc2c1,0.0,12.5,7.6&1.7,3.6,21.3&20.5,2.6,-5.2,0.6,1.4&-5.1

# Screening results from PubChem BioAssay.
